# PDI turbidity: inhibitors of human PDI, primary screen, biochemical, turbidity, single point, plate reader. PDI insulin aggregation turbidity, A650, 90 min. 350,000 tested, 0.052% active. inhibition, % at 10 µM;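 active = mean inhibition across replicates of 30% or more, whatever share of single replicates reach that level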;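 note: absorbance from insulin aggregation driven by PDI reduction with DTT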
# Target sequence (P07237 whole entry, looked up): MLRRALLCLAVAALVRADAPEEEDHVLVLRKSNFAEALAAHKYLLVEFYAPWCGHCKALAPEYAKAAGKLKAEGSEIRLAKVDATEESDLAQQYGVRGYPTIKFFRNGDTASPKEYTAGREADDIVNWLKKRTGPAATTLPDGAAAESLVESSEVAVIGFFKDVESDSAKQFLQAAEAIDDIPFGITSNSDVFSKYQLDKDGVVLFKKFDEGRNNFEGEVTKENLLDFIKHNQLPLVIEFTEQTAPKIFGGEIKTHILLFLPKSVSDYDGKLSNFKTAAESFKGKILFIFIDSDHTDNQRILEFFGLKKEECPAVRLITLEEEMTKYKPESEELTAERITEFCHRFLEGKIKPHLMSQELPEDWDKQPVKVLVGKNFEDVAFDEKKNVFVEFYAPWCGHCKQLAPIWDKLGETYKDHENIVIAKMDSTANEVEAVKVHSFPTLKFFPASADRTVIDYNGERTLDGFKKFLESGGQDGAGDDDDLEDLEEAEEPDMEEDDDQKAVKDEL
# NR2E3 ag-1: NR2E3 agonists in two-hybrid cells, primary screen, cell-based, luminescence, CHO-S, Gal4-NCOR/VP16-NR2E3. luciferase. inhibition of corepressor binding, % at 3.98 µM. 360,000 tested, 0.35% active. AID 602229, 2012;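 active = inhibition above the mean of all tested compounds plus 3 SD, cut at about 70% in these data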;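 note: 0% = DMSO with NR2E3 transfected cells and 100% = cells lacking NR2E3 construct; higher means lower luciferase signal from less NR2E3 corepressor binding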
# Target sequence (Q9Y5X4 whole entry, looked up, the tested form may be a part): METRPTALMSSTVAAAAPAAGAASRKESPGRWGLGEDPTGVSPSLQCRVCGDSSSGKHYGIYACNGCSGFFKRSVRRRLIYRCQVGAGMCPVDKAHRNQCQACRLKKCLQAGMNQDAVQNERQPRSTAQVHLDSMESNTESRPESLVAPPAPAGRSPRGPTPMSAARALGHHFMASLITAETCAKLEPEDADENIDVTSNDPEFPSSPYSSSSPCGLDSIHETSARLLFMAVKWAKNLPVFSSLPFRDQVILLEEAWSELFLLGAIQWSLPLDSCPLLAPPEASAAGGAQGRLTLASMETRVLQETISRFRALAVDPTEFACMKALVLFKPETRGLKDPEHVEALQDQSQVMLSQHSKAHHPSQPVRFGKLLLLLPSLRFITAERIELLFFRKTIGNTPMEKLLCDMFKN
# hiPSC survival: enhancers of single-cell hiPSC survival, primary screen, ATPlite luminescence | 100% = ROCK inhibitor wells, 0% = DMSO | 360,000 tested, 0.044% active | survival enhancement, % at 20 µM; in the data active = survival enhancement above about 18%;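 note: cells exposed to compounds for 16 hours before the ATP read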
# Vif inh: HIV Vif self-association inhibitors, primary screen, imaging, HEK293T, single point; HEK293T cells, Vif self-association by quenched fluorescence, 24 h; inhibition, % at 7.49 µM; 340,000 tested, 0.35% active; in the data active = inhibition above about 50%, passing the limit was not always enough; note: some results filed as inactive read as strong as hits
# CaV13 FRET inh: Primary screen for inhibitors of IQ motif and Ca2+-dependent inactivation inhibitor domain binding in CACNA1D, Förster resonance energy transfer in living cells, …; HEK cells, CFP/YFP FRET ICDI-IQ, plate reader, 10 min; percent FRET-ratio fall versus neutral wells; inhibition, % at 12.3 µM; 340,000 tested, 0.098% active;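 active = mean replicate inhibition of at least 30% and at least 1% of replicates passing that level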;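 note: 0% = median of the neutral control wells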
# TRPM1 prom inh: inhibitors of MITF-dependent TRPM1 promoter reporter, primary screen, cell-based, SK-MEL-5, single point, luciferase. SK-MEL-5 TRPM1 promoter luciferase, 24 h. 330,000 tested, 0.83% active. inhibition, % at 12.5 µM;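 active = mean inhibition across replicates of 60% or more, whatever share of single replicates reaches that level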; note: values of inactives mirror those of a sister screen read the other way
# NR2E3 ag-2: inhibitors of NR2E3-RetCOR corepressor binding, primary screen, NR2E3 agonist project, biochemical, TR-FRET, GST-NR2E3, biotin-RetCOR. Photoreceptor-specific nuclear receptor (Homo sapiens), Q9Y5X4. 320,000 tested, 0.12% active. inhibition of corepressor binding, % at 4.78 µM. 1536-well. AID 2300, 2010;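 active = percent inhibition above the cutoff of mean plus 3 SD of all tested compounds, set per screening campaign, cut at about 20% in these data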;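 note: 0% = DMSO wells and 100% = biotin wells as full block of FRET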
#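 Material: NR2E3–RetCOR corepressor complex / Incubation: Compound–protein incubation for 5 h at 4 °C / Dosing: compound at 4.8 µM, single dose / Detection: time-resolved FRET / Benchmarks: high control biotin, low control 0.6% DMSO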
# Peg3 promoter: Peg3 promoter-driven luciferase inhibitors, primary screen, cell-based, HeLa, luciferase luminescence; HeLa PEG-Prom luciferase reporter, overnight; inhibition, % at 20 µM; 360,000 tested, 1.7% active; AID 588405, 2011;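 active = inhibition of at least 50% at 20 µM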
# Granule exo inh: LAMP-1 surface exposure blockers, TALL-104 cells – cell-based, flow cytometry, MLPCN library, primary screen; TALL-104 LAMP-1 surface exposure; cells stimulated with thapsigargin and PMA; inhibition, % at 10 µM; 360,000 tested, 0.66% active; AID 651702, 2012;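 active = inhibition above about 55%, limit read from the data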
# aDG glyco act: activators of alpha-DG glycosylation, primary screen, uHTS, Pro5-aDG cells, AlphaScreen; alpha-DG glycosylation AlphaScreen (IIH6); 0% Pro5, 100% B10-LARGE cell signal; activation, % at 10 µM; 360,000 tested, 0.22% active; AID 624168, 2012;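 active = activation of at least 8% versus controls, or a plate z-score of at least 8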;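 note: Pro5 are CHO cells carrying HIG-tagged alpha-DG that lacks glycosylation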
# HIF-2a block: HIF-2a reporter inhibitors, primary screen, luminescence, 786-0 RCC cells; 360,000 tested, 0.72% active; 786-0 RCC cells HIF-2a reporter, luciferase luminescence, overnight; inhibition, % at 18.8 µM; AID 624352, 2012;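 active = inhibition of the luminescence signal of 40% or more relative to plate controls, in a single-dose primary screen at 18.75 µM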
# * marks the source's active call; other numbers are inactive results; x = no result given.
# Values in the order: PDI turbidity	NR2E3 ag-1	hiPSC survival	Vif inh	CaV13 FRET inh	TRPM1 prom inh	NR2E3 ag-2	Peg3 promoter	Granule exo inh	aDG glyco act	HIF-2a block
> Fc1cccc(Cl)c1CSc1nnc(CN2CCOCC2)n1-c1ccccc1
  2	-10	-3.7	-9	-7	0	2	2	-7	-0.1	7
> CCN(Cc1ccccc1)C(=O)c1cc(S(=O)(=O)N2CCOCC2)cn1C
  x	-16	-1.5	1	-6	-2	6	11	-1	-0.2	11
> COc1ccc2[nH]c(=O)c(CNc3ccccc3)cc2c1
  -1	-96	-2.4	-9	x	-16	1	-263	-1	-0.1	-291
> O=C(N/N=C/c1ccc(O)cc1)c1cccc(N/N=C/c2ccc(O)cc2)c1
  8	-129	-0.6	3	-2	0	-2	-124	-1	-0.1	-44
> O=C(C1CCN(S(=O)(=O)c2ccc(Cl)cc2)CC1)N1CCCC1
  -14	20	-0.7	11	-7	-8	3	3	-16	-0.1	10
> COc1cccc(OCCNc2cc(Cl)ccc2[N+](=O)[O-])c1
  1	-18	-1.8	x	x	-40	-1	-178	3	-0.3	-280
> O=C(Cn1cncn1)NCc1cccc2ccccc12
  0	-9	1.5	3	-3	12	-4	2	-3	0.5	-1
> C=CCn1c(SCc2csc(C)n2)nc2sc3c(c2c1=O)CCC(C)C3 (configuration not stated)
  4	-26	-2.2	-7	-4	7	-2	-1	-3	0.4	-3
> COc1ccc(NC(=S)N(C)CC2COc3ccccc3O2)cc1 (configuration not stated)
  3	-32	-0.7	35	-6	13	-3	-2	0	-0.1	11
> O=C(C(=O)N1CCN(Cc2ccccc2)CC1)c1c[nH]c2ccccc12
  3	-44	3.3	-13	10	5	4	-2	-9	-0.1	-21
> N#Cc1cc2[nH]c3ccccc3c2[n+](-c2ccc([N+](=O)[O-])cc2)c1N
  15	16	-0.7	6	-18	23	-4	-24	-1	0.7	9
> CCOc1cc(S(=O)(=O)N2CC=C(c3ccc(F)cc3)CC2)c(OCC)cc1-n1cnnn1
  0	-5	2.0	10	x	16	-1	19	-1	0.1	-1
> CC(C)OC(=O)CN1C(=O)C(=O)c2ccccc21
  -2	23	-2.0	-8	-3	9	4	0	1	15*	-23
> CC(=O)c1cccc(NC(=S)N2CCc3ccccc32)c1
  -6	-63	0.5	-14	x	5	2	-137	4	-0.2	-201
> Cc1cccc(C(C(N)=O)c2ncc(C(F)(F)F)cc2Cl)c1 (configuration not stated)
  -8	-1	-0.7	-1	-2	7	4	16	-2	0.1	15
> COc1ccccc1-c1c(C(F)(F)F)oc2cc(OS(C)(=O)=O)ccc2c1=O
  -2	-2	-2.1	-23	-5	-5	4	-46	5	0.0	-64
> CC(=O)Nc1ccc(S(=O)(=O)N[C@@H](C)C(=O)N2CCN(C/C=C/c3ccccc3)CC2)cc1
  -3	-21	-0.6	10	x	10	2	2	0	0.4	8
> CC1=C(C(=O)N2CCOCC2)C(c2ccccc2F)C2=C(CCCC2=O)N1 (configuration not stated)
  6	-4	0.5	-4	x	6	1	6	0	-0.3	4
> C[C@@H]1CN([C@H](C)CO)S(=O)(=O)c2ccc(Br)cc2O[C@@H]1CN(C)C(=O)NC1CCCC1
  11	-8	4.2	2	-10	x	x	4	0	-0.1	12
> COCCN(Cc1cc2cc3c(cc2n2nnnc12)OCO3)C(=O)c1ccccc1F
  -2	-9	-1.4	-3	-9	-10	2	12	-1	-0.2	15
> CCOc1ccc(N(CC(=O)NCC2CCCO2)C(=O)CCC(=O)Nc2ccccn2)cc1 (configuration not stated)
  18	-6	-0.6	-6	-5	7	-2	2	2	-0.7	6
> C/C(N)=C(/C#N)C(=O)CSc1nnnn1-c1ccc(C)cc1
  -1	-43	1.6	10	-8	-20	3	-82	-1	0.0	-118
> CCC(C)c1ccccc1N1CC(C(=O)Nc2ccc(C)c(S(=O)(=O)N3CCOCC3)c2)CC1=O (configuration not stated)
  2	5	0.1	-22	-14	22	-1	12	-3	-0.2	17
> CC(C)(CNS(=O)(=O)c1ccc2c(c1)OCCO2)N1CCOCC1
  10	3	-0.2	5	1	-4	1	-7	-4	0.5	-4
> O=C(c1cccc(S(=O)(=O)N2CCCC2)c1)N1CCN(c2ccccc2F)CC1
  -3	-2	6.0	1	-5	13	0	25	0	-0.2	32
> CC(=O)Nc1ccc(C(=O)Nc2cc(C(F)(F)F)ccc2-n2cnc3ccccc32)cc1
  -10	42	1.2	3	-4	9	-2	27	0	0.0	22
> CC1=C(C)CC(C(=O)Nc2ccc3c(c2)OCO3)C(C(=O)O)C1 (configuration not stated)
  5	-13	-2.0	3	-5	-6	0	6	2	-0.1	2
> O=C(CSc1nc2ccccc2s1)NNC(=S)Nc1ccc(Br)cc1
  -10	-6	0.0	x	x	-7	1	19	-3	-0.2	20
> COc1ccccc1NS(=O)(=O)c1cc(C(=O)NCCN2CCOCC2)ccc1Cl
  2	13	-1.8	-1	x	3	2	-4	2	0.0	5
> CCOC(=O)c1c(C)[nH]c(C(=O)OCC(=O)NC2(C#N)CCCCC2)c1C
  -3	-5	-0.5	-18	-4	3	-2	9	-3	0.0	-9

# Ordered by formula weight (descending): part of the list above.
# Values in the order: PDI turbidity	NR2E3 ag-1	hiPSC survival	Vif inh	CaV13 FRET inh	TRPM1 prom inh	NR2E3 ag-2	Peg3 promoter	Granule exo inh	aDG glyco act	HIF-2a block
> CC(=O)Nc1ccc(C(=O)Nc2cc(C(F)(F)F)ccc2-n2cnc3ccccc32)cc1
  -10	42	1.2	3	-4	9	-2	27	0	0.0	22
> O=C(c1cccc(S(=O)(=O)N2CCCC2)c1)N1CCN(c2ccccc2F)CC1
  -3	-2	6.0	1	-5	13	0	25	0	-0.2	32
> CCN(Cc1ccccc1)C(=O)c1cc(S(=O)(=O)N2CCOCC2)cn1C
  x	-16	-1.5	1	-6	-2	6	11	-1	-0.2	11
> CCOC(=O)c1c(C)[nH]c(C(=O)OCC(=O)NC2(C#N)CCCCC2)c1C
  -3	-5	-0.5	-18	-4	3	-2	9	-3	0.0	-9
> O=C(C(=O)N1CCN(Cc2ccccc2)CC1)c1c[nH]c2ccccc12
  3	-44	3.3	-13	10	5	4	-2	-9	-0.1	-21
> O=C(Cn1cncn1)NCc1cccc2ccccc12
  0	-9	1.5	3	-3	12	-4	2	-3	0.5	-1
> CC(C)OC(=O)CN1C(=O)C(=O)c2ccccc21
  -2	23	-2.0	-8	-3	9	4	0	1	15*	-23

# Some of the entries so far, tab-delimited.
molecule	PDI turbidity	NR2E3 ag-1	hiPSC survival	Vif inh	CaV13 FRET inh	TRPM1 prom inh	NR2E3 ag-2	Peg3 promoter	Granule exo inh	aDG glyco act	HIF-2a block
O=C(CSc1nc2ccccc2s1)NNC(=S)Nc1ccc(Br)cc1	-10	-6	0.0	x	x	-7	1	19	-3	-0.2	20
COc1ccccc1NS(=O)(=O)c1cc(C(=O)NCCN2CCOCC2)ccc1Cl	2	13	-1.8	-1	x	3	2	-4	2	0.0	5
CCOC(=O)c1c(C)[nH]c(C(=O)OCC(=O)NC2(C#N)CCCCC2)c1C	-3	-5	-0.5	-18	-4	3	-2	9	-3	0.0	-9

# (listing goes on)
# Values in the order: PDI turbidity	NR2E3 ag-1	hiPSC survival	Vif inh	CaV13 FRET inh	TRPM1 prom inh	NR2E3 ag-2	Peg3 promoter	Granule exo inh	aDG glyco act	HIF-2a block
> COc1ccc(/C=N/NC(=O)c2ccccc2O)cc1CN1CCOCC1
  3	-8	-0.6	-3	-6	15	2	12	6	0.2	7
> Brc1ccc2c(c1)OCCOCCOc1cc(Br)ccc1OCCOCCOCCO2
  3	26	-0.8	4	x	6	6	42	60*	0.3	-9
> COc1ccc(C(=O)c2cccc(C(=O)c3ccc(OC)c(C)c3)c2)cc1C
  -25	11	-0.6	7	-15	-3	x	13	3	0.1	6
> Cc1ccc(-c2csc(Cc3nc(-c4cc5ccccc5oc4=O)cs3)n2)cc1
  -7	0	3.1	-2	-10	12	0	-30	-1	0.5	-24
> COc1ccc(-n2nc(C(=O)NCC(=O)NCCCN3CCC(C)CC3)c3ccccc3c2=O)cc1Cl
  -8	-15	-0.6	-5	-5	-14	-5	47	43	0.0	22
> COc1cc(C(=O)NCCCC2CCCC2)ccc1OC1CCN(C(C)=O)CC1
  0	16	0.1	x	-11	5	x	-15	21	-0.3	0
> CCOc1ccc(N2CC(C(=O)Nc3cc(OCC)c(N4CCOCC4)cc3OCC)CC2=O)cc1 (configuration not stated)
  -6	29	-0.5	18	-3	0	x	10	-7	0.5	1
> CCCCCCN1C[C@H](n2cc(COC(=O)c3ccccc3)nn2)[C@@H](O)C[C@@H]1c1ccccc1
  5	-26	0.0	-1	-6	x	x	13	3	0.0	8
> COc1cccc(/C=N/n2nnnc2N)c1OCC#N
  5	-12	0.5	-9	-4	9	2	15	-7	-0.1	16
> CC1(C)CC2(CCCN(C(=S)Nc3ccccc3)C2)CCO1 (configuration not stated)
  3	16	1.5	-6	-5	14	-1	8	1	0.0	11
> C=CCSc1nc(N(CC)CC)c2sccc2n1
  -2	-30	0.3	-1	-5	-4	-1	13	10	0.1	27
> c1ccc(Nc2nc(N3CCOCC3)c3ccccc3n2)cc1
  -10	30	-2.9	x	x	15	2	10	0	1.2	9
> COc1ccc(NC(=O)CN2CCOCC2)cc1S(=O)(=O)N1CCCCC1
  16	-8	3.3	-3	-3	-1	0	7	1	-0.3	4
> O=C(N/N=C\c1c(O)ccc2ccccc12)c1ccc(O)cc1
  14	-25	-0.3	8	-2	36	2	39	12	0.3	-62
> Nc1nc(-c2ccco2)nn1C(=O)c1ccccc1Cl
  -2	6	-0.8	-5	7	-2	x	2	-1	-0.1	17
> COc1cnn(-c2cccc(C)c2)c(=O)c1Cl
  4	-4	13	11	-18	-5	4	-3	0	0.2	-25
> Cc1cc(C)cc(C(O)c2ncc(-c3cccc(F)c3)[nH]2)c1 (configuration not stated)
  0	3	-0.1	x	-10	x	x	22	-1	0.9	10
> COc1ccc(CC(=O)Nc2cc(S(=O)(=O)N3CCOCC3)ccc2N2CCOCC2)cc1
  -1	-15	-2.4	-2	5	9	2	9	-1	-0.6	16
> CC1CCc2sc3ncnc(N4CCN(C)CC4)c3c2C1 (configuration not stated)
  4	-49	-0.6	-1	-4	-11	x	11	6	-0.4	21
> C/C(=N\NC(=O)COc1ccc(C(C)(C)C)cc1)c1ccc(-n2ccnc2)cc1
  -21	-16	-2.9	5	-2	-61	-2	-155	1	0.7	-176
> Cc1ccc(S(=O)(=O)N2CCOCC2)cc1C(=O)N1CCN(c2ccc(C(F)(F)F)cn2)CC1
  8	1	1.3	-8	-9	19	x	6	-3	0.5	-4
> CCN(CC)c1ccc(NS(=O)(=O)c2cn(C)c(=O)n(C)c2=O)c(C)c1
  x	-10	-1.0	12	-3	x	-4	5	4	2.8	-2

# Assay outcomes from PubChem.
